Screening results deposited in PubChem BioAssay by National Center for Advancing Translational Sciences (NCATS).
Eya2 phos inh: Eya2 (human) phosphatase inhibition; O00167; recombinant Eya2, OMFP fluorescence dephosphorylation (OMFP is methylfluorescein phosphate); Potency, µM (series often up to 76.9 µM), for the others: at the highest dose activity, negative = inhibition, most hits filed as inhibitors; actives 0.006% (n = 330,000); AID 488837; also: potency is read from the fitted curve at half-maximal effect; % is scaled to controls: 0 for no effect and ±100 for the full control effect
Target sequence (O00167 whole entry, looked up): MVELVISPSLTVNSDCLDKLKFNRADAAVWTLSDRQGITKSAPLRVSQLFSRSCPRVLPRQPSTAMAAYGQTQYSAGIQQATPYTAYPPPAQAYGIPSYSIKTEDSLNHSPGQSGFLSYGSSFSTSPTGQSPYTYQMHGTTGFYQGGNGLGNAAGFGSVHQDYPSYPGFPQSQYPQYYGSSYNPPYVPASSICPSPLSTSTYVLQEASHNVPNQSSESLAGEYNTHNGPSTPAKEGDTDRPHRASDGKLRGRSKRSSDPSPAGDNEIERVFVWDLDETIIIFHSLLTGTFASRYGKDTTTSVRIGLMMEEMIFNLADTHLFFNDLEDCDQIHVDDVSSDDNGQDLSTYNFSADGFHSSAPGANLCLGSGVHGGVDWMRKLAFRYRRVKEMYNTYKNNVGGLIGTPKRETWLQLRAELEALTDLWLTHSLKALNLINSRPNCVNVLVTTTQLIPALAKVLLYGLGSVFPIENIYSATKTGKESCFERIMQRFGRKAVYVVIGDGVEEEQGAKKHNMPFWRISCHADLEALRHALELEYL
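Eya2 protein (added as 0.2 uM solution) was preincubated with compound for 10 min at ambient temperature in 50 mM HEPES pH 7.5, 50 mM NaCl, 5 uM MgCl2, 0.05% BSA, 1 mM DTT. OMFP (added at 50 uM) then reacted 10 min; fluorescence read at 485/525 nm.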
uPA surface inh: inhibitors of cell surface uPA generation; cell surface uPA generation assay, qHTS; Potency, µM (series often up to 38.3 µM), for inactives: at the top dose activity change, negative = inhibition, actives largely listed as inhibitors; actives 0.31% (n = 330,000); active = well fitted inhibition curve with a large enough effect; inconclusive = small, poorly fitted or top-dose-only effect; inactive = no such curve, though single readings can be large or run the other way; tested in mouse RAW 264.7 cells; also: potency is read from the fitted curve at half-maximal effect; % is scaled to controls: 0 for no effect and ±100 for the full control effect; nearly all actives have a fitted effect of over 55% in size
ELG1 genotoxic: inducers of genotoxicity in HEK293T ELG1-luciferase cells | HEK293T ELG1-luciferase reporter, luminescence, 16 h | Potency, µM (doses to about 46 µM), without a hit: top-dose activity change, positive = activation, most hits filed as activators | actives 1.3% (n = 330,000) | AID 504466; also: potency is read from the fitted curve at half-maximal effect; % of control where 0% means no effect; nearly all actives have a fitted effect of over 60% in size
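Genotoxic stress is detected as increased luminescence from luciferase-tagged ELG1 in HEK293T cells, measured with ONE-Glo after a 16 hr treatment at 37 °C.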
B2AR arrestin: recruits beta-arrestin to the human beta2-adrenergic receptor; P07550; beta-arrestin recruitment to beta2AR, cell-based reporter; Potency, µM (top dose mostly 46.1 µM), for inactives: top-dose activation, most hits filed as activators; actives 0.02% (n = 330,000); AID 492947;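 also: potency is read from the fitted curve at half-maximal effect; 0% = DMSO controls and full agonism = EC100 isoproterenol or metaproterenol; nearly all actives have a fitted effect of over 65% in size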
ASM inhibitor: blocks human secretory acid sphingomyelinase; placental ASM, HMU-PC fluorogenic substrate, 60 min; Potency, µM (doses to about 57.5 µM), for inactives: at the top dose activity change, negative = inhibition, most hits filed as inhibitors; actives 0.006% (n = 340,000); also: potency is read from the fitted curve at half-maximal effect
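Fluorogenic HMU-PC substrate (9 uM final) is turned over by placental ASM in 60 min at 37 C after a 10 min compound preincubation. Reaction ended by alkaline stop (pH 10), with fluorescence read at 386/447 nm.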
USP2a inh: blocks human ubiquitin-specific protease USP2a; AID 463254; actives 0.01% (n = 330,000); USP2 core, Ub-CHOP2 coupled fluorogenic reporter, 485/531; Potency, µM (doses to about 38.3 µM), without a hit: at the top dose activity change, negative = inhibition, usual class: inhibitors;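 also: potency is read from the fitted curve at half-maximal effect; plate controls were DMSO wells for no effect and full inhibition by NEM control for full effect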
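Deubiquitinase activity read as fluorescence (485/531 nm) after Ub-CHOP2 cleavage activates the enterokinase reporter on its substrate; USP2 core 10nM, Ub-CHOP2 and substrate 25nM each, 30min compound preincubation then 60min RT; data normalized to NEM, curves fitted.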
BRCA1 expr act: activators of BRCA1 expression; MCF7-BRCA1-FFLuc reporter, luminescence, 48 h; response scale: scaled: vehicle 0%, 10 µM genistein 100%; Potency, µM (highest dose often 46.1 µM), without a hit: at the highest dose activation, usual class: activators; actives 1.1% (n = 380,000); AID 624202; also: potency is read from the fitted curve at half-maximal effect; nearly all actives have a fitted effect of over 80% in size; some results filed as inactive show a strong effect at the top dose
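First, MCF7-BRCA1-FFLuc cells (2000/well) attach for 2 h; next, compounds are pin-added and incubated 48 h at 37 °C; finally, luciferase reagent is added and luminescence read after 15 min.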
TRPV1 ag: activates the human vanilloid receptor TRPV1; activation, % at 8.33 µM; actives 0.19% (n = 320,000); TRPV1-expressing cells, Fluo-8 calcium influx, agonist mode; AID 540275; Q8NER1; in the data active = activation above about 80%; inconclusive = between about 30% and that limit; also: 0% is about no effect
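Fluo-8 calcium influx in TRPV1-expressing cells, kinetic read (ex 480/em 520 nm). Compound added and read 3 min for agonist activity, followed by capsaicin at EC20 final and 2 min further read for enhancement.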
Integrin act MD: activates integrin-mediated alleviation for muscular dystrophy. Potency, µM (doses to about 38.3 µM), without a hit: at the top dose activation, actives largely listed as activators. actives 0.064% (n = 350,000). alpha7betagal myoblasts, beta-gal FDG fluorescence, 48 h;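 also: potency is read from the fitted curve at half-maximal effect; 100% = response of the positive control SU9516; nearly all actives have a fitted effect of over 60% in size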
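Alpha7betagal+/- myoblasts (passage 13) were plated 16-24 hr, then exposed to compounds (1:260 dilution of DMSO stock) for 48 hours at 37C. After MPER lysis, β-galactosidase reporter activity was read as FDG fluorescence (ex 480/em 540) after 30 minutes.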
TSG101-PTAP inh: blocks PTAP/TSG101 interaction to inhibit HIV-1 budding. Q99816. Fluorescence polarization, FITC-PTAP peptide / Tsg101 binding. Potency, µM (titrated, usually from 115 µM), without a hit: at the highest dose activity change, negative = inhibition, most hits filed as inhibitors. 340,000 tested, under 10 active; active = well fitted inhibition curve with a large enough effect in the main read-out, with a control signal flat, not every such curve was filed as active; inconclusive = small, poorly fitted or top-dose-only effect, or effect the other way, or a change in a side signal; inactive = no such curve, though single readings can be large or run the other way; also: potency is read from the fitted curve at half-maximal effect; % of control where 0% means no effect
Target sequence (Q99816 whole entry, looked up): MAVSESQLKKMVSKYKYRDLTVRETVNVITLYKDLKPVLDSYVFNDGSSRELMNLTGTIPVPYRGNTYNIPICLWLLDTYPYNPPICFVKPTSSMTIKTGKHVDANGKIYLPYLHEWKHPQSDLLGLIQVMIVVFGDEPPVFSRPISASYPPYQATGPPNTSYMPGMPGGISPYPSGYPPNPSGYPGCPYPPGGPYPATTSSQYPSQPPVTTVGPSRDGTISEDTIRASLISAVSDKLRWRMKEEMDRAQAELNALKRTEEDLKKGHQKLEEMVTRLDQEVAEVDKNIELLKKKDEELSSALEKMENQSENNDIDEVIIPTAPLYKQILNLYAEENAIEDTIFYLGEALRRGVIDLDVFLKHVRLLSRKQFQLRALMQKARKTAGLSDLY
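FP read-out: FITC-PTAP peptide, 50 nM final, binding Tsg101 binding domain, 10 uM final; 20 min, r.t.; 10 mM HEPES pH 7.5, 0.15 M NaCl, 0.01% Tween 20, 3 mM EDTA, 0.1 mM TCEP.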
p53 reactivation: re-activators of mutant p53; AID 504706; Potency, µM (highest dose often 92.2 µM), for the others: at the top dose activity change, positive = activation, most hits filed as activators; actives 0.063% (n = 320,000); H1299 p53-A138V BP100-luciferase reporter, luminescence, 24 h; also: potency is read from the fitted curve at half-maximal effect; % of control where 0% means no effect; nearly all actives have a fitted effect of over 45% in size
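p53-null H1299 cells stably carrying temperature-sensitive p53-A138V and a BP100-luciferase reporter were pinned with compounds (4-point, 1:5 series) and held 24 hrs at 37 deg C. Luminescence was read 10 min after detection reagent.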
* = called active by the depositor; ? = inconclusive; nt = no result given; & = joins results of further samples; [ ] = another dose, or the depositor's remark. Unless noted, calls follow the shape of the dose curve; as a rule, active = well fitted curve in the direction sought with a large enough effect; inconclusive = small, poorly fitted or top-dose-only effect, or another doubt; inactive = no such curve, though single readings can be large; an effect the other way counts as inactive or inconclusive.

SMILES	Eya2 phos inh	uPA surface inh	ELG1 genotoxic	B2AR arrestin	ASM inhibitor	USP2a inh	BRCA1 expr act	TRPV1 ag	Integrin act MD	TSG101-PTAP inh	p53 reactivation
COc1cc2cc3c(N)c(C(=O)Nc4sc(C)c(C)c4C#N)sc3nc2cc1OC	11%	17%	3%	-0.5%	-8%	-3%	-1%	0	-10%	10%	-7%
CCNC(=O)CN(c1ccccc1)S(=O)(=O)c1ccc(Cl)cc1	0%	nt	-1%	-0.2%	-1%	1%	1%	-1	7%	2%	-2%
Cc1ccc(S(=O)(=O)/N=C2\C=C(Nc3cccc(C(=O)O)c3)C(=O)c3ccccc32)cc1	-9%	0%	-34%[inhibitor]	-0.3%	6%	-7%	59%	-2	-16%	0%	-16%
COc1ccc(S(=O)(=O)N2CCN(CC(=O)NC(Cc3ccccc3)C(C)=O)CC2)cc1 (configuration not stated)	15%	-8%	0%	-0.1%	4%	4%	6%	nt	16%	-5%	-6%
Cc1ccc(-c2nnc(SCC(=O)NC3CCCC3)n2C)cc1	-1%	0%	-1%	0.0%	-2%	2%	-19%	-3	-8%	-4%	0%
CN(C(=O)COC(=O)CNC(=O)c1ccc2ccccc2c1)c1c(N)n(Cc2ccccc2)c(=O)[nH]c1=O	-11%	-1%	6%	-0.9%	10%	1%	-3%	3	5%	-4%	5%
C=CCC(CC=C)(C(N)=O)c1ccccc1	12%	1%	-1%	-0.2%	-2%	3%	15%	-3	-12%	2%	-3%
O=C(Nc1ccc(Cl)c(Cl)c1)N(Cc1cccnc1)Cc1ccco1	-7%	-6%	0%	-0.8%	0%	-2%	-1%	3	14%	0%	-11%
Cc1cc(C)c2[nH]c(=O)c(CN(Cc3ccc4c(c3)OCO4)Cc3nnnn3C3CCCC3)cc2c1	1%	-7%	-19%	-0.3%	-4%	-1%	-46%	1	-22%	0%	6%
O=C(Nc1ccc(F)cc1F)c1cc(Cl)sc1Cl	-7%	3%	9%	-0.9%	3%	1%	-16%	21	-18%	1%	13%
COc1ccccc1CNC(=O)CCc1nnc2ccc(NCCCN3CCCC3=O)nn12	1%	5%	0%	-0.2%	4%	3%	4%	-1	8%	-1%	2%
Cc1ccnc(NS(=O)(=O)c2ccc(NC(=O)/C=C/c3cccs3)cc2)n1	-6%	13%	2%	-0.6%	14%	2%	13%	0	39%	-6%	-2%
O=C(NCCN1CCOCC1)c1sc2ccccc2c1Cl	-2%	0%	11%	-0.9%	-2%	0%	3%	1	-5%	-2%	3%
CN(Cc1ccccc1)C(=O)c1ccc(NC(=O)Cc2cccc(NC(=O)C3CCCN(C(=O)C4CCCC4)C3)c2)cc1 (configuration not stated)	-19%	7%	-4%	4.4%	0%	-8%	-19%	0	-19%	0%	6%
CCOC(=O)c1ccc(NC(=O)c2cc(C)nc3ccccc23)cc1	6%	-1%	-5%	-1.0%	-2%	4%	7%	2	-9%	-6%	nt
C[C@]12C(=O)N(c3ccc(Br)cc3)C(=O)N1[C@H]1c3ccccc3OC[C@@H]1[C@H]2c1ccccc1	22%	-1%	1%	0.0%	-3%	-1%	-17%	nt	-23%	1%	0%
CC(C(=O)NCCc1nc2ccccc2[nH]1)n1cc([N+](=O)[O-])cn1 (configuration not stated)	5%	2%	2%	-0.1%	1%	8%	0%	0	24%	-13%	2%
COc1ccc(S(=O)(=O)N2CCOC2CNC(=O)C(=O)NCCc2ccccc2)cc1 (configuration not stated)	12%	-2%	-2%	0.0%	1%	1%	2%	-9	-9%	-1%	1%
Cn1c(=O)cc(OCCCC(=O)N2CCCCC2)c2ccccc21	3%	-8%	?	-0.2%	2%	2%	-66%	-1	8%[7.66 µM]	-5%	-4%
COc1cccc2c1nc(C)c1cc(C)oc12	-4%	-8%	?	-0.1%	2%	2%	?	-5	-5%	-3%	?
COC(=O)c1sc(C(F)(F)F)c(-c2ccccc2)c1S(=O)(=O)N1CCOCC1	nt	0%	nt	nt	-3%	nt	-10%	nt	22%	-2%	nt
CC(C)NC(=O)CN1C(=O)NC(CCc2ccccc2)C1=O (configuration not stated)	-22%	4%	-3%	-0.2%	1%	5%	-6%	-3	-11%	0%	-8%
O=[N+]([O-])c1cncc([N+](=O)[O-])c1Nc1cccc(O)c1	-2%	10µM*	-7%	-0.5%	0%	-5%	-67%	2	30%	-6%	-6%
CCCCNC(=O)c1ccc(NC(=O)C2CCCO2)cc1 (configuration not stated)	-10%	2%	-4%	0.1%	-1%	-1%	5%	3	5%	0%	27%
CCOC(=O)C1C(=O)OC(C)(C)C1C(C)C(=O)c1ccc(C)cc1C (configuration not stated)	3%	-6%	-4%	0.2%	-1%	-1%	0%	25	18%	-7%	6%
The list continues:
SMILES	Eya2 phos inh	uPA surface inh	ELG1 genotoxic	B2AR arrestin	ASM inhibitor	USP2a inh	BRCA1 expr act	TRPV1 ag	Integrin act MD	TSG101-PTAP inh	p53 reactivation
c1ccc(-c2nccc(-c3ccc(-n4cnc5ccccc54)cc3)n2)cc1	9%	7%	-12%	0.1%	-1%	0%	-24%	-3	-2%	2%	1%
COc1ccc(NS(=O)(=O)c2cccc(C(=O)N/N=C(/C)c3ccc(-n4ccnc4)cc3)c2)cc1	nt	-1%	nt	nt	6%	nt	9%	nt	-19%	-6%	nt
CCN=c1sc2ccccc2n1CC(O)COc1ccccc1 (configuration not stated)	-3%	0%	-1%	0.0%	2%	2%	-31%	?	-21%	-1%	-2%
O=[N+]([O-])c1ccc(COc2cccc(CNc3ccc(F)cc3)c2)cc1	0%	0%	2%	0.4%	-7%	2%	-6%	-4	14%	0%	?
C/C(N)=C(/C#N)C(=O)COC(=O)CNS(=O)(=O)c1ccc2ccccc2c1	-19%	3%	1%	-1.4%	1%	15%	-4%	nt	18%	-3%	2%
Oc1c(Br)cc(Br)cc1CNn1cnnc1	-5%	-1%	-3%	-0.3%	-3%	0%	-3%	1	-28%	-24%	-42%[inhibitor]
CC(=O)C[C@@H](O)CC(=O)[C@H]1OC(=O)CCCCCCc2ccccc21	-4%	11%	5%	0.3%	7%	0%	6%	2	9%	-1%	-6%
Clc1ccc(-c2nc(Cc3ccccc3)no2)cc1	15%	9%	21µM*	-1.4%	-1%	6%	?	20	0%	-9%	?
Clc1ccc(Cn2c(/C=C/c3ccco3)nc3ccccc32)cc1	-5%	-14%	14%	?	79%[activator]	5%	65%	14	0%	1%	?
CCOC(=O)N1CCN(C(=O)c2ccc3c(c2)N(Cc2cc(C)ccc2C)C(=O)c2ccccc2S3=O)CC1 (configuration not stated)	1%	-18%	-3%	0.2%	1%	1%	-50%&-34%	6	16%	-8%	-5%
COc1ccc(Cl)cc1NC(=O)CN(C)CC(=O)Nc1ccc(Br)cc1	3%	0%	-20%	-0.3%	-17%	-4%	-45%	16	24%	0%	-2%
CCOc1ccccc1NC(=O)CSc1nnc(-c2ccccc2Cl)n1Cc1ccco1	11%	-5%	-9%	-0.2%	1%	3%	-20%	3	9%	-2%	-3%
CCOc1ccccc1C(=O)N[C@H](C(=O)NCc1ccccc1)C(C)C	-3%	6%	0%	0.3%	-1%	3%	4%	19	16%	-1%	3%
Cc1cc(C)cc(-n2c(C)nc3cc(C(=O)O)ccc32)c1	0%	1%	3%	0.0%	8%	3%	3%	-3	-30%	-6%	-1%
COCCn1c(SCC(=O)Nc2ccccc2C(F)(F)F)nc2ccccc2c1=O	-3%	6%	1%	-0.6%	-3%	1%	-3%	4	-26%	-1%	-2%
CCNC(=S)NCc1ccc2[nH]c(C)cc2c1	-5%	-14%	-1%	-2.0%	-2%	-1%	31%	-3	-14%	-6%	2%
O=C(Nc1ccc(NC(=O)c2cccs2)c(Cl)c1)c1ccco1	4%	2%	-2%	0.4%	-3%	-2%	-17%	9	-17%	-3%	0%
CCn1c(SCC(=O)Nc2cc(C)on2)nnc1-c1ccc(OC)cc1	-2%	-1%	2%	-0.4%	-1%	-1%	-7%	-1	0%	0%	-1%
NC(CSS(=O)(=O)O)=NCCC12CC3CC(CC(O)(C3)C1)C2	4%	-1%	9%	-0.6%	7%	3%	49%	-6	-47%[inhibitor]	1%	?
CCOC(=O)C1=C(C)Nc2nc(SCC)[nH]c(=O)c2C1c1ccncc1 (configuration not stated)	-4%	2%	2%	0.2%	4%	-1%	5%	7	24%	-2%	-12%
N#Cc1c(OCC(=O)c2ccccc2)nc2c(c1-c1ccco1)CCc1ccccc1-2	-8%	nt	-6%	-0.5%	207%[activator]	-2%	-54%	0	0%	2%	2%

Hits appear at their usual frequency (roughly 2.6% active in at least one column).
